FLuc modulator: inhibits or activates purified firefly luciferase, miR-21 counter-screen; AID 588342; purified FLuc, Km substrates, luminescence inhibition; P08659; 360,000 compounds, 6.9% hits; Potency, µM (series often up to 57.5 µM), inactives show at the highest dose activity change, negative = inhibition, actives largely listed as inhibitors;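 also: potency is read from the fitted curve at half-maximal effect; plate controls were vehicle for no effect and reference inhibitor for full effect; nearly all actives have a fitted effect of over 55% in size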
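Purified P. pyralis luciferase, 10 nM final, with Km-level 10 uM D-luciferin and 10 uM ATP in 50 mM Tris acetate pH 7.5, 10 mM Mg acetate, 0.01% Tween-20, 0.05% BSA; 6-point qHTS titration about 60 µM downward; luminescence read.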
KCNH2 3.1 block: blocks the human KCNH2 3.1 channel isoform; 340,000 compounds, 0.95% hits; activity change, % (tested at about 1.8 µM); U2OS KCNH2 3.1, thallium flux FluxOr; active compounds read low;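 active = maximum activity change below -70%; inconclusive = maximum activity change from -70% to -50%; inactive = maximum activity change above -50%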;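 also: thallium influx rate constant from kinetic fluorescence after stimulation buffer; % is scaled to controls: 0 for no effect and ±100 for the full control effect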
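We transduce U2OS cells with the mutant 3.1 virus, culture them overnight, load FluxOr with Red40 quencher for 45 min, then add stimulation buffer and read kinetically for 2 min to derive a normalized rate constant.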
MBNL1 CUG block: MBNL1-poly(CUG) RNA binding inhibition | Q9NR56 | TR-FRET MBNL1-His/biotin-(CUG)12 binding, 665/545 ratio | Potency, µM (top dose mostly 57.5 µM), for the others: top-dose activity change, negative = inhibition, hits mostly inhibitors | 280,000 compounds, 0.036% hits | AID 2675; active = well fitted inhibition curve with a large enough effect in the signal ratio, with a control signal flat, not every such curve was filed as active; inconclusive = small, poorly fitted or top-dose-only effect, or effect the other way, or a change in a side signal; inactive = no such curve, though single readings can be large or run the other way; the % refers to the signal ratio; also: potency is read from the fitted curve at half-maximal effect; % is scaled to controls: 0 for no effect and ±100 for the full control effect
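Ratiometric TR-FRET (665 over 545 nm, excitation 340 nm) tracks disruption of MBNL1-His/biotin-(CUG)12 complex after 60 min at room temperature, with compounds at 92 nM to 58 uM final.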
Rab9 prom act: activators of Rab9 promoter; Huh7 Rab9 promoter-luciferase reporter, luminescence, 24 h; Potency, µM (highest dose often 9.22 µM), inactives show top-dose activation, negative = inhibition, usual class: activators; 320,000 compounds, 2.8% hits; AID 485297; also: potency is read from the fitted curve at half-maximal effect; % of control where 0% means no effect; nearly all actives have a fitted effect of over 60% in size
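Steps: seed 1500 Huh7 Rab9-luc cells per well, rest 2 h at 37 °C; add compound in DMSO; incubate 24 h; add luciferase reagent, 10 min ambient; read luminescence.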
RORg inh: blocks mouse ROR gamma transcriptional activity. 310,000 compounds, 5.4% hits. Drosophila S2 Gal4-RORgamma UAS-luciferase reporter, 20 h. Potency, µM (highest dose often 53.6 µM), for inactives: at the top dose activity change, negative = inhibition, usual class: inhibitors; also: potency is read from the fitted curve at half-maximal effect; % is scaled to controls: 0 for no effect and ±100 for the full control effect; nearly all actives have a fitted effect of over 60% in size
Target sequence (P51450 whole entry, looked up, the tested form may be a part): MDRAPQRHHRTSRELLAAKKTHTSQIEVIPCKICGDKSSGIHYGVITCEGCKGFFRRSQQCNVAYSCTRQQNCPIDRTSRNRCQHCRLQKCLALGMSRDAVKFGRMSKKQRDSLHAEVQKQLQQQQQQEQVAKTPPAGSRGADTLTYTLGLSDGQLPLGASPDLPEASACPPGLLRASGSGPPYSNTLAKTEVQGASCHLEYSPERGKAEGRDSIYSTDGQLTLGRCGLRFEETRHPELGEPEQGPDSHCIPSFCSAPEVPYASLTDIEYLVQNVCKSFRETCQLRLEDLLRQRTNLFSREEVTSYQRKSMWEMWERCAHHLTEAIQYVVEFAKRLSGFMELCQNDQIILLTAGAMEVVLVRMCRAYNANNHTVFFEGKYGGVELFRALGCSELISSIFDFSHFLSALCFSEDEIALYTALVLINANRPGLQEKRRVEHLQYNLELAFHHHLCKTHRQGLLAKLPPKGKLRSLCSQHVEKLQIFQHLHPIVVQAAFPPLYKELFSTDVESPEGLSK
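Drosophila S2 cells stably expressing Gal4-DBD/mouse RORγ fusion under metallothionein promoter plus UAS-luciferase; compound 1 h, then 700 uM CuSO4 induction for 20 h at ambient temperature; inhibition read as reduced luminescence.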
NPC1 prom act: NPC1 promoter activation; Huh7 NPC1 promoter luciferase reporter, 24 h; Potency, µM (top dose mostly 9.22 µM), for inactives: at the highest dose activation, hits mostly activators; 320,000 compounds, 2.4% hits;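 also: potency is read from the fitted curve at half-maximal effect; % of control where 0% means no effect; nearly all actives have a fitted effect of over 60% in size; reporter is driven by a mutant NPC1 promoter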
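Luminescence read-out of NPC1 promoter-driven luciferase in stably transfected Huh7 cells; compounds delivered in DMSO and left 24 h at 37C, 5% CO2, qHTS titration format.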
PKM2 activator: activators of human pyruvate kinase M2 | purified PKM2, Kinase-Glo ATP luminescence, activation; response scale: 0% is enzyme alone, no compound | Potency, µM (top dose mostly 57.5 µM), for the others: at the top dose activation, actives largely listed as activators | 260,000 compounds, 0.34% hits | AID 1631; also: potency is read from the fitted curve at half-maximal effect; % is scaled to controls: 0 for no effect and ±100 for the full control effect; nearly all actives have a fitted effect of over 55% in size
Target sequence (P14618 whole entry, looked up): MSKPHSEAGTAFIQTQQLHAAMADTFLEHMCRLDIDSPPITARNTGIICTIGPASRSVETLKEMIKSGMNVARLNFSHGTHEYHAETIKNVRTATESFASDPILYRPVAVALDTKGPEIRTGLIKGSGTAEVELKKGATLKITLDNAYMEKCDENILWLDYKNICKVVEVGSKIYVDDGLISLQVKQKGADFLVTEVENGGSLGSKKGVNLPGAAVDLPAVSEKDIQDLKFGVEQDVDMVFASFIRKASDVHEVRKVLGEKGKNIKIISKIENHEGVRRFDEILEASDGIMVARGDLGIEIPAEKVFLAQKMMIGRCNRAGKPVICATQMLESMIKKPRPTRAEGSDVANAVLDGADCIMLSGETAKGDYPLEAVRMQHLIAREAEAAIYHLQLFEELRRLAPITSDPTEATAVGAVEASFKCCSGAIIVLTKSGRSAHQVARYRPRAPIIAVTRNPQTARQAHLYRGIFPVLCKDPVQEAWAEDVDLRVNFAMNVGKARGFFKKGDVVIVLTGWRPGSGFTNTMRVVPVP
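hPK-M2, >95% pure; 0.1 mM ADP / 0.5 mM PEP final; imidazole pH7.2 buffer w/ 7 mM MgCl2, 50 mM KCl; 1 h RT; Kinase-Glo lum. Intermediate enzyme activity for dual inhibitor/activator qHTS.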
Gal4-VP16 FLuc: inhibits Gal4-VP16 luciferase reporter, ROR gamma counter-screen | Drosophila S2 Gal4-VP16 UAS-luciferase, luminescence, 20 h | Potency, µM (doses to about 53.6 µM), without a hit: at the highest dose activity, negative = inhibition, hits mostly inhibitors | 310,000 compounds, 3.5% hits | AID 2546;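 also: Gal4-VP16 expression switched on by copper sulfate through the metallothionein promoter; potency is read from the fitted curve at half-maximal effect; % is scaled to controls: 0 for no effect and ±100 for the full control effect; nearly all actives have a fitted effect of over 50% in size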
Menin-MLL TR inh: menin-MLL binding inhibition, Texas Red mutant peptide. 270,000 compounds, 0.23% hits. AID 1768. O00255. Menin + Texas Red MLL mutant peptide, fluorescence polarization. Potency, µM (highest dose often 61.6 µM), for inactives: top-dose FP activity change, negative = inhibition, actives largely listed as inhibitors; active = well fitted inhibition curve with a large enough effect in the polarisation, with a control signal flat, not every such curve was filed as active; inconclusive = small, poorly fitted or top-dose-only effect, or effect the other way, or a change in a side signal; inactive = no such curve, though single readings can be large or run the other way; the % refers to the polarisation; also: potency is read from the fitted curve at half-maximal effect; % of control where 0% means no effect; many of its hits are not listed in these tables
Mito fusion act: inhibitors of mitochondrial division or activators of mitochondrial fusion; Potency, µM (series often up to 46.1 µM), for the others: top-dose growth rescue (activation), actives largely listed as activators; 320,000 compounds, 0.23% hits; S. cerevisiae fusion-defective mutant growth rescue, CellTiterGlo 48 h;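 also: potency is read from the fitted curve at half-maximal effect; % of control where 0% means no effect; nearly all actives have a fitted effect of over 45% in size; temperature-sensitive fusion mutants such as fzo1-1 at 37 °C on non-fermentable ethanol glycerol medium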
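Growth-rescue viability read-out: after 48 h at the non-permissive 37C in glycerol/ethanol YPEG, yeast mitochondrial fusion mutants are measured by CellTiterGlo luminescence; compounds (23 nl pinned per well) restoring growth score as division inhibitors or fusion activators.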
ELG1 DNA repair: inhibitors of ELG1-dependent DNA repair in HEK293T cells | AID 504467 | Potency, µM (highest dose often 46.1 µM), for the others: at the highest dose activity change, negative = inhibition, hits mostly inhibitors | 330,000 compounds, 2.3% hits | HEK293T ELG1-luciferase reporter, luminescence, 16 h; DNA damage induced by 5-fluorouridine; also: potency is read from the fitted curve at half-maximal effect; % is scaled to controls: 0 for no effect and ±100 for the full control effect; nearly all actives have a fitted effect of over 55% in size
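HEK293T cells expressing luciferase-tagged ELG1 (2,000/well) received 5-Fluorouridine plus compound or DMSO for 16 hr at 37 °C. Luciferase was read by ONE-Glo luminescence after 30 min at room temperature.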
Active calls of the source: *; ? = inconclusive; nt = no result given; [ ] = remark or other dose. Unless noted, calls follow the shape of the dose curve; as a rule, active = well fitted curve in the direction sought with a large enough effect; inconclusive = small, poorly fitted or top-dose-only effect, or another doubt; inactive = no such curve, though single readings can be large; an effect the other way counts as inactive or inconclusive.

SMILES	FLuc modulator	KCNH2 3.1 block	MBNL1 CUG block	Rab9 prom act	RORg inh	NPC1 prom act	PKM2 activator	Gal4-VP16 FLuc	Menin-MLL TR inh	Mito fusion act	ELG1 DNA repair
COc1ccc(F)cc1C(=O)C1CCCN(C(=O)c2cccc(N(C)C)c2)C1 (stereo not given)	4%	3	-3%	-2%	?	1%	1%	0%	-19%	10%	-15%
COc1ccc(Cl)cc1NC(=O)CN(C)C(=O)c1ccc(OCc2ccccc2)c(OC)c1	-2%	-7	nt	-2%	nt	1%	nt	nt	nt	?	?
CC(C)(C)OC(=O)N1Cc2ccccc2C[C@H]1C(=O)NCC(=O)NC1CCCCC1	1%	15	-3%	0%	-7%	12%	nt	-1%	nt	-1%	1%
Cc1c(C)n(C)c2ccc(C(=O)NCc3cccs3)cc12	?	-9	11%	-2%	5%	-1%	1%	8%	-5%	11%	?
CC(C)(CNC(=O)c1cc2ccccc2o1)N1CCOCC1	-1%	-9	-1%	0%	-16%	16%	0%	0%	-16%	-3%	-10%
Cc1ccc(S(=O)(=O)CCC(=O)Nc2ccccc2N2CCCC2)cc1	5%	1	nt	-1%	nt	2%	nt	nt	nt	1%	7%
CCc1ccc(OCc2nnc(SCC(=O)N3CCOCC3)o2)cc1	?	-15	1%	0%	7%	-3%	0%	10%	1%	-3%	4%
CNC(=O)C(NC(=O)Nc1ccc(C)cc1)C(C)(C)C (stereo not given)	4%	38	1%	-3%	4%	0%	0%	-23%	6%	-3%	-7%
COc1cccc(-n2sc3c(c2=S)-c2cc(OC)ccc2NC3(C)C)c1	2%	nt	3%	1%	?	-22%	-2%	-8%	?	5%	?
CN(CC(=O)Nc1c(Cl)cccc1Cl)C(=O)c1sccc1-c1ccccc1	6%	0	nt	-5%	nt	-2%	nt	nt	nt	15%	?
COC(=O)c1c(C)c2c(C)cc3ccccn3c-2c1C(=O)OC	0%	-32	?	-2%	1%	1%	-2%	5%	-7%	-3%	-12%
CCOc1cccc2cc(-c3cn4cc(C)ccc4n3)c(=O)oc12	0.12µM*	-6	0%	0.56µM*	0.79µM*	0.63µM*	0%	?	-12%	1%	?
O=C1c2cccnc2C(=O)N1Cc1ccco1	-3%	0	?	-6%	-11%	2%	-16%	2%	-5%	-8%	2%
Cc1ccc(S(=O)(=O)NC(CC(C)C)C(=O)N2CCC(C)CC2)cc1 (stereo not given)	-1%	-1	-7%	-5%	20%	7%	0%	-11%	-16%	-2%	0%
Cc1ccc2c(cnn2C(=O)CCC(=O)NCc2cccc(Cl)c2)c1	-2%	-11	14%	5%	-21%	13%	2%	-12%	-18%	-3%	?
CCOC(=O)N1CCN(C(=O)c2ccc(NS(=O)(=O)c3ccc(C)cc3)cc2)CC1	-1%	3	-6%	-3%	?	-5%	-24%	?	-8%	-1%	-23%
Cc1ccccc1C(=O)NC(C)C(c1cccs1)N1CCOCC1 (stereo not given)	8%	-11	0%	-8%	-8%	2%	5%	-2%	10%	0%	?
COc1cccc(CNC23CC4CC(CC(C4)C2)C3)c1OCc1ccccc1	4%	-12	0%	-5%	2%	-5%	-2%	4%	?	-7%	?
Nc1cc(-c2ccc(Br)cc2)nn1S(=O)(=O)c1cccc2nsnc12	0%	-2	?	-7%	-12%	-2%	16%	9%	?	13%	?
CC(=O)C1=C(O)C(=O)N(c2ccc(O)cc2)C1c1ccc(F)cc1 (stereo not given)	1%	-2	14%	2%	0%	-3%	nt	-7%	15%	6%	13%
COc1ccc(Cl)cc1NC(=O)CSc1nc(NS(=O)(=O)c2ccc(C)cc2)cc(=O)[nH]1	1%	2	-4%	-4%	-10%	0%	5%	-13%	?	-4%	22%
Cc1ccccc1OCC(=O)Nc1cnn(CCCC(=O)O)c1	3%	10	-3%	1%	-19%	-2%	-3%	9%	3%	-5%	2%
C=CC[C@@H]1C=C[C@H](O/N=C/[C@@H](NS(=O)(=O)c2ccc(C)cc2)[C@H](C)/C=C/CC(=O)OC)[C@@H](CO)O1	2%	nt	-17%	-5%	1%	-2%	0%	6%	-9%	-3%	6%
C/C(=N\NS(=O)(=O)c1ccc(C)cc1)c1ccc(Br)s1	-1%	-7	3%	-1%	-22%	2%	4%	0%	?	0%	2%
CCOC(=O)c1cccc(OCC(O)CNCCOc2ccccc2F)c1 (stereo not given)	1%	14	-6%	0%	-8%	-4%	-3%	-3%	-3%	-24%	5%
Cc1nn(Cc2ccc(Cl)cc2)c(C)c1NC(=O)/C=C/c1cnn(C)c1	3%	-2	-13%[11.5 µM]	1%	?	-1%	2%	-18%	3%	-37%[inhibitor]	-29%
Cc1ccccc1Cn1c([N+](=O)[O-])cnc1C	1%	13	8%	0%	10%	0%	-5%	2%	-10%	-6%	0%
O=C(CSc1nnc(Cc2cccs2)n1CCc1ccccc1)N1CCCc2ccccc21	0%	14	-10%	-4%	?	7%	-13%	-18%	nt	18%	21µM*
CC(=O)Nc1ccc(NC(=O)C(C)OC(=O)CNC(=O)c2sc3ccccc3c2Cl)cc1 (stereo not given)	?	-2	7%	1%	3%	0%	-3%	-5%	2%	-3%	10%
Cc1c(Cc2ccccc2)c(=O)oc2cc(OCC(=O)N[C@@H](Cc3ccccc3)C(=O)O)ccc12	-8%	5	-7%	2%	-2%	-1%	-3%	1%	14%	-1%	-24%
COc1ccc(CC2(CO)CCN(Cc3ccc(OC(F)(F)F)cc3)CC2)cc1	1%	-81*	-15%	-27%	2%	-7%	-1%	-5%	-14%	0%	-28%
CCNC(=O)C(=O)NCCC1CCCCN1S(=O)(=O)c1cccs1 (stereo not given)	0%	9	nt	-5%	nt	1%	nt	nt	nt	2%	1%
COC(=O)N1c2ccccc2C=Cc2ccccc21	2%	7	8%	1%	-28%	-5%	3%	5%	-1%	6%	-15%
CCCCn1c(=NC(=O)c2ccc3c(c2)OCO3)c(C#N)cc2c(=O)n3cccc(C)c3nc21	1%	4	-3%	-8%	-26%	15%	2%	-9%	-8%	5%	-2%
O=S(=O)(c1ccc2oc3ccc(S(=O)(=O)N4CCCCC4)cc3c2c1)N1CCCCC1	-1%	-5	0%	-4%	12%	-4%	1%	-2%	-22%	-2%	?
COc1ccc(-c2c(NC(=O)c3ccco3)n(C)c3ccccc3c2=O)cc1	10%	-17	3%	-2%	10%	2%	-6%	-3%	2%	5%	5%
Cc1c(Cl)cccc1NC(=S)N1CCCCCC1	2%	-3	2%	1%	14µM*	0%	-1%	?	-1%	-3%	14%
O=C(C#Cc1ccccc1)c1ccc([N+](=O)[O-])cc1	?	-8	?	-2%	11µM*	-3%	11%	7.9µM*	?	-4%	-7%
O=C1NC(=O)C(CC(=O)N(c2ccccc2)C2(C(=O)NC3CCCC3)CCCCC2)N1 (stereo not given)	3%	-6	2%	-2%	-2%	-5%	2%	0%	-3%	0%	-8%
Fc1ccc(-c2nnc3n2CCCCC3)cc1	4%	6	0%	1%	-3%	-3%	1%	0%	-2%	16µM*	7%
NC(=O)CNc1n[nH]c(=S)[nH]c1=O	-1%	nt	15%	-1%	-10%	5%	-7%	-4%	31%[activator]	1%	4%
CC1(C)CC(=O)C2=C(C1)OC(N)=C(C#N)C2C#Cc1ccccc1 (stereo not given)	-12%	-1	7%	6%	16%	2%	?	-8%	5%	-5%	27%
Cc1ccc(S(=O)(=O)Nc2c(C)n(C)n(-c3ccccc3)c2=O)cc1C(=O)NCc1ccccc1	2%	-4	nt	-4%	nt	0%	nt	nt	nt	-10%	-3%
c1ccc(CNc2c3c(nc4ncnn24)CCCC3)nc1	-2%	4	0%	-4%	7.1µM*	-1%	-4%	-1%[0.365 µM]	-1%	-5%	?
CO/N=C/C=C1/N(C)c2ccccc2C1(C)C	1%	4	2%	-1%	-14%	1%	0%	-3%	-2%	-10%	12%
COc1ccc(N(CC(=O)Nc2cc(C)on2)S(=O)(=O)c2cc(C)ccc2C)cc1	2%	1	-4%	4%	-20%	-1%	1%	-13%	0%	-1%	-23%
CCOc1ccc2nc(Cl)c(C3CC(c4ccccc4)=NN3C(=O)c3cccs3)cc2c1 (stereo not given)	-3%	-5	nt	-5%	-14%	1%	-18%	1%	-10%	-4%	13%
Cc1cc(NC(=O)CON=C(N)CC(=O)Nc2ccccc2Cl)ccc1Br	1%	-3	nt	-5%	nt	0%	nt	nt	nt	-7%	18%

From PubChem BioAssay

A portion of the library; the hit share may differ from the screen's.
